697 NFkB inh: lowers PMA/ionomycin-induced NF-kB signal in 697 B cells | 697 B-cell NF-kB luciferase reporter, 16 h | inhibition, % at 4 µM | actives 0.33% (n = 330,000) | AID 435022; in the data active = inhibition above about 35%
Apaf1 inhib: human Apaf-1 inhibition; O14727; reconstituted apoptosome caspase-3 activity, DEVD-Rh110 fluorescence; inhibition, % at 20 µM; actives 0.71% (n = 330,000); AID 489030; active = inhibition of at least 40% at 20 µM;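 note: plate controls were DMSO wells for no effect and DEVD-CHO caspase inhibitor wells for full effect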
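Material: reconstituted apoptosome with Apaf-1, cytochrome c, caspase-9, procaspase-3, dATP. Technique: Rh110 fluorescence intensity. Buffer or medium: pH 7.5 Hepes buffer with CHAPS, BSA, DTT. Times: 30 min plus 50 min, RT.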
SENP7 block: SENP7 protease inhibition; Q9BQF6; recombinant SENP7, Z-RLRGG-aminoluciferin luminescence, 40 min; inhibition, % at 5 µM; actives 1.5% (n = 330,000); AID 434973;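 active = inhibition above about 50% at the single test dose, limit read from the data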;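 note: plate controls were DMSO with enzyme for no effect and no enzyme buffer wells for full effect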
SENP8 inh: blocks the human protease SENP8 | Q96LD8 | purified SENP8, Z-RLRGG-aminoluciferin cleavage, luminescence | inhibition, % at 10 µM | actives 1.2% (n = 330,000)
Target sequence (Q96LD8 whole entry, looked up): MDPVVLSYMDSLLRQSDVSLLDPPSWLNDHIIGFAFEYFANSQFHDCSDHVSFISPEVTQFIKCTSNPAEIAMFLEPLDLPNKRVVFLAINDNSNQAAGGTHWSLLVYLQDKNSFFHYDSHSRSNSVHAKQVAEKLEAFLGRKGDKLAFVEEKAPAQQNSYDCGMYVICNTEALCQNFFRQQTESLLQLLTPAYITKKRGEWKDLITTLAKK
Jurkat NFkB inh: inhibitors of the PMA/ionomycin-induced NF-kB reporter in Jurkat cells; inhibition, % at 4 µM; PMA/ionomycin-induced NF-kB luciferase reporter, luminescence; actives 0.53% (n = 330,000)
HKDC1 inhibitor: HKDC1 (human) hexokinase inhibition | recombinant HKDC1, G6PDH/diaphorase resazurin coupled fluorescence | inhibition, % at 20 µM | Q2TB90 | actives 0.16% (n = 340,000);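 active = inhibition above about 35% when tested at 20 µM, limit read from the data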;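 note: plate controls were DMSO wells with enzyme for no effect and DMSO wells lacking enzyme for full effect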
Target sequence (Q2TB90 whole entry, looked up): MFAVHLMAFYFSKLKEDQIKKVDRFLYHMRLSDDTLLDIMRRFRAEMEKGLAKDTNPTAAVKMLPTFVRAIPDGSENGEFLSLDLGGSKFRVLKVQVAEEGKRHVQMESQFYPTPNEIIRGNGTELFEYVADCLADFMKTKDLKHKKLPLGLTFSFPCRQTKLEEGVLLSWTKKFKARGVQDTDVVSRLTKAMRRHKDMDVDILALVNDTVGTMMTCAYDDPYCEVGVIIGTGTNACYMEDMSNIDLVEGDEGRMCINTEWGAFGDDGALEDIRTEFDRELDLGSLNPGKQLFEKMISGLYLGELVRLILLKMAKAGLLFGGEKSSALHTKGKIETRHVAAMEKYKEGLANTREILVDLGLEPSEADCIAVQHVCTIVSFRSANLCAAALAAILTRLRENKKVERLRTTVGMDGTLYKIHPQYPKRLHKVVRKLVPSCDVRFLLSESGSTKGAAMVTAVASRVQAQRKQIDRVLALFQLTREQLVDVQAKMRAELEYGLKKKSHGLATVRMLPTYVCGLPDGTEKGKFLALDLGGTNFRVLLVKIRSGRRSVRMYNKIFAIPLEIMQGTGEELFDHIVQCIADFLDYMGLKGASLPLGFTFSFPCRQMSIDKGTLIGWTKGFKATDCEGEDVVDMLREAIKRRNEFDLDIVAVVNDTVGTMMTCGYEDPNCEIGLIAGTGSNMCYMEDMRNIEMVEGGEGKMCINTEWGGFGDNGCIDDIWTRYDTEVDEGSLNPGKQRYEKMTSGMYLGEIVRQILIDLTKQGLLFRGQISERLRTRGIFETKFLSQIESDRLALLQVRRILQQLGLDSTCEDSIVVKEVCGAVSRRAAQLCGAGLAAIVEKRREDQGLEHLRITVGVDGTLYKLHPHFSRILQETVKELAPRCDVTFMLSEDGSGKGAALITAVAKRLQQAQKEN
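Material – in-house recombinant HK5 (HKDC1) enzyme · Quantity – HKDC1 at 5 µg/mL · Buffer or medium – pH 8.0 Tris buffer with 10 mM MgCl2 · Reagent – glucose with 1 mM ATP · Dosing – single 20 µM dose · Times – reaction time 90 min, room temperature, protected from light · Technique – resorufin fluorescence at 613 nm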
UBC13 polyUb: inhibitors of human UBC13 polyubiquitin chain formation; TR-FRET; AID 485273; actives 0.47% (n = 330,000); inhibition, % at 20 µM; in the data active = inhibition above about 45%, passing the limit was not always enough
Gli-Sufu antag: blocks Gli-Sufu signaling in a luciferase reporter; Sufu-KO-LIGHT fibroblasts, Gli luciferase reporter luminescence; inhibition, % at 5 µM; actives 0.74% (n = 340,000); AID 588413;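 active = inhibition above about 55%, limit read from the data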;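 note: 0% = DMSO-treated cells and 100% = wells with medium but no cells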
* = called active by the depositor; nt = not tested or not shown. Cut-off read from the data, not from the text of the source, unless noted: active = inhibition above about 50%; inactive = the rest.

cpd	molecule	697 NFkB inh	Apaf1 inhib	SENP7 block	SENP8 inh	Jurkat NFkB inh	HKDC1 inhibitor	UBC13 polyUb	Gli-Sufu antag
1	Cn1nc(NC(=O)C2CCC2C(=O)O)c2c(F)cccc21 (centres undefined)	7.2	-15.4	7.0	4.6	0.3	-2.5	-5.2	-4.9
2	Cc1cc(Cl)ccc1OCC(=O)n1cc(C(=O)c2cc(Cl)ccc2O)cn1	-30.1	-2.7	8.1	2.6	-6.9	nt	-6.7	nt
3	O=C(CC(Sc1n[nH]c(-c2ccccc2)n1)c1ccccc1)NCc1ccccc1 (centres undefined)	-14.7	-1.4	10.2	1.2	-6.4	-3.1	-0.8	2.0
4	Cc1cc(N/N=C/c2ccc3c(c2)OCO3)nc2ccccc12	-103.5	11.2	69.7*	47.4	-60.5	1.5	27.2	-50.2
5	Nc1ccc(N2CCN(c3cccc(Cl)c3)CC2)cc1	21.4	4.8	2.1	-2.6	22.9	0.7	3.7	39.7
6	CC(OC(=O)CCCN=C1NS(=O)(=O)c2ccccc21)C(=O)Nc1ccccc1[N+](=O)[O-] (centres undefined)	-4.5	-11.7	16.4	-7.2	2.2	0.5	-5.0	-10.3
7	CC1(OC(=O)c2cnc3ccccc3n2)C(=O)C=C2C=C(c3ccc(C#N)cc3)OC=C2C1=O (centres undefined)	6.2	25.1	-12.1	-7.2	-10.5	nt	-47.1	nt
8	COc1cc2[nH]c(=O)n(CCC(=O)NCc3cccnc3)c(=O)c2cc1OC	4.8	1.0	11.8	-3.0	2.4	-1.6	0.6	-4.1
9	COc1ccc(NC(=O)c2cc(C)nc3ccccc23)c(OC)c1	7.3	-3.8	-1.5	-5.4	6.0	0.9	11.7	0.2
10	CCOC(=O)N1CCN(c2c(-c3ccc(C(C)C)cc3)c(=O)c2=O)CC1	19.2	4.0	3.7	-6.5	15.2	-0.8	5.8	3.0
11	COc1cc(NC(=O)CSc2nc3[nH]ncc3c(=O)n2-c2ccccc2C)cc(OC)c1OC	2.6	-4.6	-10.6	-3.8	4.6	-7.4	7.5	-7.3
12	CC1Cc2cc(S(=O)(=O)N3CCCCC3)ccc2N1C(=O)C1CCC1 (centres undefined)	-21.4	16.7	11.3	-8.7	17.6	-2.7	1.8	13.5
13	COc1ccc(C(=O)NCCCNC(=O)c2ccco2)cc1OC	13.1	5.6	-14.5	-0.2	1.5	-2.7	-4.6	15.3
14	N#Cc1c(-c2ccccc2)nc(N2CCCCCC2)[nH]c1=O	25.2	0.3	0.0	-3.1	7.4	-3.9	27.0	1.9
15	Cc1ccc(Cn2c(=N)c(S(=O)(=O)c3ccc(C)cc3)cc3c(=O)n4ccccc4nc32)cc1	1.7	5.1	3.4	-2.7	-4.1	-4.4	1.6	31.4
16	O=C(NCCNCc1ccc(F)cc1)c1ccco1	2.7	1.5	1.9	-3.2	-10.6	-5.5	-11.7	5.2
17	CCCCOC(=O)Nc1cc(OC)c(Cl)cc1OC	21.7	12.0	-2.0	-14.6	3.2	14.1	-10.5	7.8
18	Cc1cccc(NC(=O)Nc2ccccc2[N+](=O)[O-])n1	-15.2	3.1	-0.8	-13.6	4.6	2.6	6.2	1.0
19	C=CCSC1=C(C#N)C(c2ccc(C(C)C)cc2)CC(=O)N1 (centres undefined)	-12.6	5.0	0.3	2.7	1.3	2.6	-1.1	15.7
20	CCSc1ncc(C)cc1[N+](=O)[O-]	-7.4	2.6	7.1	3.4	13.4	-3.5	6.8	-11.1
21	O=C(/C=C/c1ccc(Br)o1)Nc1nccs1	-83.0	1.8	-0.8	-4.3	-78.1	16.3	-15.6	-65.7
22	O=C(NC1(C(=O)NC2CCCC2)CCCCC1)c1ccc2c(c1)OCO2	-12.6	-0.4	-10.9	-12.5	-19.9	-6.6	-13.6	-5.3
23	O=c1c2ccccc2c(=O)n(Cc2ccccc2)n1Cc1ccccc1	4.4	13.2	-3.2	-6.7	-2.2	1.8	9.7	20.9
24	O=P(c1ccc2c(c1)OCCO2)(N1CCOCC1)N1CCOCC1	-0.1	-7.2	-2.4	-3.1	-18.2	-1.5	4.2	-18.1
25	CCN(CC)CCCN(Cc1cc2cc3c(cc2[nH]c1=O)OCCO3)C(=O)Nc1ccc(F)cc1	-1.9	-1.1	5.3	-6.8	-61.8	-0.4	13.6	-7.9
26	CCN(CC)c1ccc(S(=O)(=O)N2CCOCC2)cc1NC(=O)CSc1nncs1	-17.7	0.9	-0.9	3.8	-9.6	-2.6	-6.5	2.2
27	Cc1noc(C)c1COc1ccc(C(=O)N2CCN(S(=O)(=O)c3ccccc3)CC2)cc1	10.9	1.0	-12.4	-10.9	7.4	-3.5	-3.6	0.1
28	CCN(CC(=O)N(CC(C)C)c1c(N)n(CC(C)C)c(=O)[nH]c1=O)Cc1nc2ccccc2c(=O)[nH]1	19.5	-3.1	-9.0	-6.9	6.7	0.9	-2.9	-3.6
29	O=C(Cn1cc(S(=O)(=O)N2CCN(c3ccccc3F)CC2)c2ccccc2c1=O)NCCCN1CCCCCC1	-0.1	18.5	1.8	-4.4	-7.6	-4.0	34.1	12.9
30	CC1(N2CCCCC2)CC2(O)C(=[N+]1[O-])CCC/C2=N\O (centres undefined)	18.1	1.4	0.9	1.5	7.8	6.4	-0.1	1.8
31	Cc1nn(C)cc1CN1CCCC(C(=O)c2ccc(-c3ccccc3)c(F)c2)C1 (centres undefined)	-20.8	-4.3	-9.5	-11.0	-6.7	-4.4	-12.8	41.0
32	Cc1ccc2c(c1)C1CN(C)CCC1N2C(=O)c1ccc(Cl)c(S(=O)(=O)N2CCOCC2)c1 (centres undefined)	1.7	1.8	-0.8	-4.0	0.3	-4.6	8.9	15.9
33	Cc1onc(-c2ccccc2)c1C(=O)OCC(=O)c1ccccc1	3.2	0.8	2.9	1.7	-15.1	2.3	3.0	7.7
34	Cc1cc(C)c2c(Cn3ccnc3)cc(=O)oc2c1	11.8	0.4	-10.6	-6.8	0.4	-1.5	-10.4	1.0
35	Nc1nc(SCc2ccc(Cl)c(Cl)c2)n[nH]1	-6.2	9.6	-0.9	-11.1	-20.3	17.3	-21.3	-13.4
36	O=C(NC1CCN(C(=S)Nc2ccc(Cl)cc2)CC1)c1ccco1	-13.9	8.2	-3.0	-7.3	-2.9	-5.0	-7.6	23.8
37	COc1ccc(-n2c(=O)[nH]c3cc(C(=O)NCCc4ccc(Cl)cc4)ccc3c2=O)cc1OC	10.1	-4.1	1.3	-1.6	20.0	-0.7	9.3	13.2
38	CC(C)C1=NN(C(=O)c2ccccc2)C(O)(C(C)(C)C)C1 (centres undefined)	10.2	-9.8	2.0	2.5	5.7	-3.6	1.6	1.1
39	N=c1n(CCOc2ccccc2)c2ccccc2n1CCN1CCOCC1	-5.8	-1.2	2.0	1.7	-2.9	-3.5	5.0	6.8
40	CCOc1ccc(/C=N/Nc2ccccc2)cc1	7.1	11.8	0.0	0.7	-14.7	-1.0	0.2	1.2

3 records drawn at random from the list so far, as already listed:
cpd	molecule	697 NFkB inh	Apaf1 inhib	SENP7 block	SENP8 inh	Jurkat NFkB inh	HKDC1 inhibitor	UBC13 polyUb	Gli-Sufu antag
31	Cc1nn(C)cc1CN1CCCC(C(=O)c2ccc(-c3ccccc3)c(F)c2)C1 (centres undefined)	-20.8	-4.3	-9.5	-11.0	-6.7	-4.4	-12.8	41.0
3	O=C(CC(Sc1n[nH]c(-c2ccccc2)n1)c1ccccc1)NCc1ccccc1 (centres undefined)	-14.7	-1.4	10.2	1.2	-6.4	-3.1	-0.8	2.0
29	O=C(Cn1cc(S(=O)(=O)N2CCN(c3ccccc3F)CC2)c2ccccc2c1=O)NCCCN1CCCCCC1	-0.1	18.5	1.8	-4.4	-7.6	-4.0	34.1	12.9

Continued:
cpd	molecule	697 NFkB inh	Apaf1 inhib	SENP7 block	SENP8 inh	Jurkat NFkB inh	HKDC1 inhibitor	UBC13 polyUb	Gli-Sufu antag
41	O=[N+]([O-])c1ccc(N2CCCCCC2)c([N+](=O)[O-])c1	-1.1	8.9	-3.5	0.3	-0.2	1.5	1.5	7.1
42	CC(=O)NCC1COc2ccccc2O1 (centres undefined)	2.5	-8.9	-5.9	-5.3	11.8	-4.3	-9.6	2.5
43	CCOC(=O)c1sc2nc(C)nc(SCC(=O)N(C)C3CCS(=O)(=O)C3)c2c1C (centres undefined)	-25.1	11.0	5.1	-4.0	-21.7	3.1	-16.0	9.1
44	CCCN1CCN(S(=O)(=O)c2ccc(-c3cc(C)no3)s2)CC1	-10.9	1.7	3.1	-0.5	26.2	-3.1	-5.6	19.7
45	CCCc1c(C(=O)NNc2cc(C(F)(F)F)ccc2Cl)cnn1-c1ccccc1	4.1	0.1	-0.3	5.1	22.7	-3.9	-3.1	6.2
46	O=C(Nc1ccc(Cl)cc1F)C1CCN(S(=O)(=O)c2cccc3nonc23)CC1	-4.0	7.9	-8.7	-12.7	2.5	-6.5	-9.9	3.8
47	Cc1cc(Cl)c(Cl)cc1S(=O)(=O)NCCCn1ccnc1	-8.9	3.8	-6.7	-4.9	13.1	-7.0	11.2	-1.6
48	O=C(N/N=C/c1ccccc1)c1ccc(N2CCCC2=O)cc1	-48.6	-6.3	3.1	-5.0	-13.2	-6.1	-2.6	-19.5
49	Cc1cc2cc(CN(CC3CCCO3)C(=O)c3cnccn3)c(=O)[nH]c2cc1C (centres undefined)	35.9*	-4.7	-5.2	-2.2	8.7	-6.4	4.3	4.2
50	CCC(=O)c1cc2c(cc1NC(=O)C(C)C)OCCO2	8.4	-2.3	-1.4	-1.9	4.5	-1.6	6.7	-16.3
51	O=C(CSc1nnc(CNC(=O)c2ccco2)o1)Nc1nc2ccccc2s1	-13.4	8.3	-17.7	4.6	-14.4	-6.5	-7.5	-14.7
52	O=S(=O)(c1cccc2cccnc12)N1CCN(c2ccc(F)cc2)CC1	3.8	3.6	1.6	2.2	4.3	-5.7	10.8	-3.9
53	CC(C)(C)c1ccc(/C=N/n2cnnc2)cc1	-1.9	-5.5	-4.0	0.6	1.9	-2.0	3.9	1.3
54	COc1ccc(/C(N)=N/OC(=O)CCC2CCCC2)cc1OC	-1.4	23.2	-1.8	-6.6	-11.5	-3.8	1.9	-7.1
55	O=C(Nn1cnc2ccccc2c1=O)c1ccccc1Cl	-35.7	-3.1	-7.8	-0.4	-7.1	-9.7	-0.2	-20.4
56	N#CC1=C2SCN(Cc3ccco3)CN2C(=O)CC1c1cccc2ccccc12 (centres undefined)	12.0	20.9	2.8	9.4	-7.3	14.3	-9.4	8.9
57	O=C(CSc1oc(-c2ccco2)nc1S(=O)(=O)c1ccccc1)NCC1CCCO1 (centres undefined)	10.2	6.0	-8.7	-12.7	-0.9	-2.6	-18.0	1.6
58	CN1C(=S)NC(C)(C)CC1(C)c1ccc(O)cc1O (centres undefined)	-26.5	-2.9	-12.0	-11.3	-25.6	-9.1	-4.2	2.0
59	CCOC(=O)c1c(-c2ccccc2)csc1NC(=O)C(C)NCc1ccco1 (centres undefined)	-21.7	30.8	5.6	-3.0	-10.1	-1.1	1.0	-14.8
60	CCc1ccccc1Nc1nc2ccccc2n1C(C)C	5.1	3.7	3.0	0.0	4.8	11.0	2.2	10.8
61	CCOC(=O)C1=C(CBr)NC(=O)NC1C (centres undefined)	-2.6	-1.7	12.1	1.3	5.2	-5.4	-2.7	-4.5
62	CC(OC(=O)/C=C/c1cccc(Cl)c1)C(=O)NC1CCCCC1C (centres undefined)	21.9	-6.1	-2.5	1.5	13.0	-4.7	3.8	-3.3
63	FC(F)(F)c1cccc(OCCN2CCN(Cc3ccccc3)CC2)c1	14.1	2.6	-3.1	1.9	-3.6	-3.6	-1.0	4.4

Full records, looked up by structure:
COc1ccc(C(=O)NCCCNC(=O)c2ccco2)cc1OC as listed: 697 NFkB inh = 13.1; Apaf1 inhib = 5.6; SENP7 block = -14.5; SENP8 inh = -0.2; Jurkat NFkB inh = 1.5; HKDC1 inhibitor = -2.7; UBC13 polyUb = -4.6; Gli-Sufu antag = 15.3
COc1cc(NC(=O)CSc2nc3[nH]ncc3c(=O)n2-c2ccccc2C)cc(OC)c1OC as listed: 697 NFkB inh = 2.6; Apaf1 inhib = -4.6; SENP7 block = -10.6; SENP8 inh = -3.8; Jurkat NFkB inh = 4.6; HKDC1 inhibitor = -7.4; UBC13 polyUb = 7.5; Gli-Sufu antag = -7.3
